# From PubChem BioAssay
# D2 ag: D2 dopamine receptor (human) agonism. HEK293 T-REx D2 cells, calcium flux agonist mode. hit rate 0.53% among 340,000. activation, % at 2 µM. P14416;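 active means activation over 3 SD above normal in the single-dose calcium agonist read, cut at about 30% in these data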; further: 0% is about no effect
#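 Agonism scored from kinetic calcium signal (1 read/sec, 180 s) following compound pin transfer, after a 10 s baseline. Cells: HEK293 Trex line expressing inducible D2 receptor coupled to calcium, dye-loaded after overnight culture at 30 C.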
# D2 antag: antagonists of human D2 dopamine receptor. inhibition, % at 10 µM. hit rate 2% among 340,000. HEK293 TREx D2 cells, calcium flux, dopamine EC80. P14416; in the data active means inhibition above about 30%; further: 0% is about no effect
#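 Cells plated overnight at 30 C with tetracycline; no-wash calcium dye, 30–90 min RT; 10 s baseline; compound pinned; 180 s read; EC80 dopamine added; another 180 s read.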
# LDHA block: blocks human lactate dehydrogenase A. purified LDHA, NADH/diaphorase-resazurin fluorescence; hits give low values. activity change, % (values are at about 110 or 230 µM). hit rate 0.15% among 480,000; in the data active means activity change below about -30%; inconclusive means mostly about -25% to -30%;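 further: plate controls were DMSO wells for no effect and wells without enzyme for full effect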
#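 Resorufin fluorescence (ex540/em590), read at 0 and 20 min after diaphorase/resazurin addition, reports the NADH left after a 5 min room-temperature reaction of 2 nM human LDH5 with 0.06 mM NADH and 0.2 mM pyruvate.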
# Vif-APOBEC3F blk: Vif-A3F binding inhibition; HeLa A3F-eYFP + Vif (tagged APOBEC3F with the HIV-1 protein that degrades it), YFP fluorescence increase; hit rate 0.2% among 390,000; AID 602313; Potency, µM (doses to about 46.1 µM), for inactives: top-dose activity, negative = active; further: potency means the concentration at half of the fitted maximal effect; % of control where 0% means no effect; nearly all actives have a fitted effect of over 65% in size
#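 Fluorescence increase (Ex 488/Em 500-530) after overnight compound treatment at 37 deg C flags inhibition of Vif-driven A3F-eYFP loss in stable HeLa A3F-eYFP/Vif cells seeded overnight beforehand.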
# Vif-A3G inh: blocks the Vif interaction with human APOBEC3G; HeLa A3G-eYFP + Vif (tagged APOBEC3G with the HIV-1 protein that degrades it), YFP fluorescence, overnight; AID 602310; Potency, µM (highest dose often 46.1 µM), without a hit: at the top dose activity, negative = active, actives largely listed as inhibitors; Q9HC16; hit rate 0.076% among 410,000;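 further: potency means the concentration at half of the fitted maximal effect; on the % scale 0 is the no-effect control and ±100 the full control effect; nearly all actives have a fitted effect of over 60% in size; hits raise eYFP signal because A3G escapes Vif-driven loss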
# Target sequence (Q9HC16 whole entry, looked up): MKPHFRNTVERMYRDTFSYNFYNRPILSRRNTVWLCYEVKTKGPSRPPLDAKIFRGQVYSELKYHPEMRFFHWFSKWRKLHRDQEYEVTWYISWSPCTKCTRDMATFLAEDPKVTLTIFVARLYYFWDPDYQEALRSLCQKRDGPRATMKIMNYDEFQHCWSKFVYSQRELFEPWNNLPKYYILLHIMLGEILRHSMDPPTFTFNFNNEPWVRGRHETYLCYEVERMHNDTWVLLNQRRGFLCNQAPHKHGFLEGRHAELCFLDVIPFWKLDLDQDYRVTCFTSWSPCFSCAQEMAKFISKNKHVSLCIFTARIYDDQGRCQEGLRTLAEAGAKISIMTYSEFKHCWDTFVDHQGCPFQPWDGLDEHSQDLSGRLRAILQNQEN
#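 HeLa cells stably expressing Vif and C-terminally eYFP-tagged A3G, seeded overnight at 37 deg C, then exposed to compound by pintool overnight at 37 deg C. Rise in yellow fluorescence (Ex 488/Em 500-530, Acumen) marks blocked Vif-driven A3G degradation.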
# GRP78 ERSR act: inducers of ER stress response in human glioma cells; Potency, µM, for the others: at the top dose activation, hits mostly activators; AID 602332; U87-MG GRP78 promoter luciferase reporter, 16 h; hit rate 0.02% among 420,000; further: potency means the concentration at half of the fitted maximal effect; series mostly up to about 76 µM; % of control where 0% means no effect; nearly all actives have a fitted effect of over 35% in size
#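 ERSR induction read as luciferase luminescence (Bright-Glo, 10 min at room temperature) in stably transfected human U87-MG glioma cells exposed to compounds for 16 h, using GRP78 as sensor.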
# ALOX12 inh: ALOX12 (human) lipoxygenase inhibition. P18054. purified 12hLO, xylenol orange hydroperoxide absorbance. Potency, µM (titrated, usually from 108 µM), without a hit: at the top dose activity change, negative = inhibition, usual class: inhibitors. hit rate 1.1% among 580,000. AID 1671190; further: potency means the concentration at half of the fitted maximal effect; on the % scale 0 is the no-effect control and ±100 the full control effect
#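 Purified human 12hLO at 150 nM in 25 mM Hepes, 0.01% Triton X-100, pH 7.0, preincubated 15 min at room temperature with compound. Reaction started with 40 uM arachidonic acid, 30 min at room temperature. Hydroperoxide measured by Fe-xylenol orange, 573/405 nm absorbance ratio.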
# RGS4 inhibitor: inhibitors of human regulator of G protein signaling 4 | P49798 | Transcreener GDP fluorescence polarization, RGS4-accelerated GTP hydrolysis | Potency, µM (highest dose often 114 µM), for inactives: top-dose activity change, negative = inhibition, hits mostly inhibitors | hit rate 0.039% among 390,000; further: potency means the concentration at half of the fitted maximal effect; on the % scale 0 is the no-effect control and ±100 the full control effect; nearly all actives have a fitted effect of over 75% in size; some results filed as inactive show a strong effect at the top dose
# Target sequence (P49798 whole entry, looked up): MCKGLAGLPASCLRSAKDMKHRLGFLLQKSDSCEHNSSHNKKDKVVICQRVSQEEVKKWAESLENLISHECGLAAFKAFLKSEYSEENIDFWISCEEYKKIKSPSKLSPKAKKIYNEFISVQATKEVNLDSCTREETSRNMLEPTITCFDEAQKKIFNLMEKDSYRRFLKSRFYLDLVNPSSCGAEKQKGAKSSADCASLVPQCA
#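 MLSMR compounds (23 nl, pin-transferred) preincubated 10 min at room temperature with a 500nM (2x) first reagent, then RGS4 at 900nM (2x) plus Transcreener GDP mix added; fluorescence polarization (620/688 nm) read before and after 90 min at 30 °C.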
# ERG-DNA inh: inhibitors of human ERG Ets domain-DNA interaction; fluorescence polarization, His-ERG Ets domain / labelled DNA; Potency, µM (series often up to 76.9 µM), inactives show top-dose FP activity, negative = inhibition, hits mostly inhibitors; hit rate 0.028% among 370,000; AID 624246; active means well fitted inhibition curve with a large enough effect in the polarisation, with a control signal flat; inconclusive means small, poorly fitted or top-dose-only effect, or effect the other way, or a change in a side signal; inactive means no such curve, though single readings can be large or run the other way; the % refers to the polarisation;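 further: polarization taken with two DNA probes labelled with fluorescein and Texas red; potency means the concentration at half of the fitted maximal effect; % of control where 0% means no effect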
# Target sequence (P11308 whole entry, looked up, the tested form may be a part): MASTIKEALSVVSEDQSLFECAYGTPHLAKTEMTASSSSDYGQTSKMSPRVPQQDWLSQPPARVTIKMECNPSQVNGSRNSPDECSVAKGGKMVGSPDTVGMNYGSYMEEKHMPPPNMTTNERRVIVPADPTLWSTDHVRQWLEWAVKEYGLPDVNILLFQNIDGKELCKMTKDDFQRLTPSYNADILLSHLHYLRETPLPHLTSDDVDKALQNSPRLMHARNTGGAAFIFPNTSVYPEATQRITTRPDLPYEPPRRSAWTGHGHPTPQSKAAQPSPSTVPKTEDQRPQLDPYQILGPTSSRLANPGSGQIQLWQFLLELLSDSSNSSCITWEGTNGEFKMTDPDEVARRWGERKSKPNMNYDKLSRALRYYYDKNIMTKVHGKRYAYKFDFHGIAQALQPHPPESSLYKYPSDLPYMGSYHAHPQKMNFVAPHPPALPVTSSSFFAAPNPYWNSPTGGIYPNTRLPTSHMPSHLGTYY
#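 His-tagged ERG Ets domain (1 uM in the protein solution; 300mM KCl, 50mM Tris-HCl, 1mM EDTA, 1mM DTT, pH 7.5) received compound, then a probe mix of 5 nM fluorescein-DNA and 100nM Texas-615-DNA. Fluorescence polarization was read for both dyes.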
# * hit, by the source's call; ? = inconclusive; nt = not tested or not shown; & = joins results of further samples; [ ] = another dose, or the depositor's remark. Unless noted, the call rests on the fitted dose curve; in most records, active means well fitted curve in the direction sought with a large enough effect; inconclusive means small, poorly fitted or top-dose-only effect, or another doubt; inactive means no such curve, though single readings can be large; an effect the other way counts as inactive or inconclusive. An excerpt. The share of hits here may be higher or lower than overall.
SMILES,D2 ag,D2 antag,LDHA block,Vif-APOBEC3F blk,Vif-A3G inh,GRP78 ERSR act,ALOX12 inh,RGS4 inhibitor,ERG-DNA inh
CC(=O)Nc1sc(N/N=C/c2ccccc2F)nc1-c1ccc(C)cc1,-1.9,5,-4,2%,0%,6%,?,-26%,-1%
CCCCN(C=O)c1c(CC)nc2c(OCc3cccc(Cl)c3)cccn12,nt,nt,-2,nt,-8%,-4%,-26%,nt,nt
CCn1nc(C)cc1C(=O)N1CCCC(Nc2ccc(F)c(F)c2)C1 (configuration not stated),-0.4,-13,4,1%,-3%,-1%,4%,-18%,-3%
CCn1c(N2CCN(S(=O)(=O)c3ccc(Cl)cc3)CC2)nc2ccccc21,19,25,-5,1%,5%,-7%,6%,-6%,-6%
Nn1c(SCc2ccccc2)nnc1-c1ccccn1,0.1,-12,0,-2%,0%,2%,-11%,-21%,7%
Cc1cc(=O)c2cc(Br)ccc2[nH]1,0.1,-11,-7,-4%,-3%,-3%,0%,0%,-2%
CC(C)c1ccc(CNC(=O)C(=O)Nc2nccs2)cc1,0.0,-7,0,-8%,0%,-4%,-1%,-8%,-3%
COc1cc(C(=O)OCC(=O)NCCN2C(=O)CSC2=O)ccc1OCc1c(C)noc1C,0.8,-2,0,1%,-4%,-2%,7%,-19%,2%
CCc1ccc(S(=O)(=O)NC2CCCCNC2=O)cc1 (configuration not stated),-0.2,2,-1,0%,2%,-2%,nt,-12%,0%
CCOCCCn1c(=S)[nH]c2cc(C(=O)NCCCN(CC)CC)ccc2c1=O,0.5,-6,-2,-1%,-8%,-4%,-23%,-19%,21%
CCOc1c(C)cnc2c1c(=O)n(Cc1ccccc1F)c(=O)n2C,-0.9,-10,-2,3%,7%,5%,-7%,-3%,4%
Nc1c(C(=O)N2CCOCC2)sc2nc(N3CCOCC3)c3c(c12)CCCC3,0.6,11,1,5%,-5%,6%,40µM*,?,-2%
COc1ccccc1C1=NC(c2ccc(F)cc2)N=C1C (configuration not stated),-1.5,-22,2,13%,-3%,5%,-6%,27%,-6%
CCOc1cc(C(=O)Nc2ccc(F)cc2)cc(Br)c1OC,7.3,-12,-7,13%,0%,-3%,-26%,-10%,2%
O=C(NC1CCCc2ccccc21)C(Cc1ccccc1)NS(=O)(=O)c1cccs1 (configuration not stated),-0.7,-4,-8,-9%,-9%,-2%,-1%,-14%,-5%
CCc1nc2c(OCc3ccc(C(=O)OC)cc3)cccn2c1N(C)C(=O)c1ccc(C)cc1,nt,nt,-4,nt,-2%,-3%,-18%,nt,nt
CC1=NNC(=O)C1CC(=O)N/N=C/c1sccc1C (configuration not stated),-0.2,3,4,0%,-6%,-1%,253%[activator],-8%,5%
COc1ccc(-c2cn[nH]c2N)cc1OC,0.4,13,1,0%,2%,-1%,4%,10%,-3%
Cc1ccc(Cl)cc1NC(=O)COC(=O)CC1CCCCC1,-1.9,-31,0,0%,-12%,1%,6%,10%,2%
CCN1CC(CN(C)Cc2cn(-c3ccc(C)cc3)nc2-c2cccc(C)c2)CC1=O (configuration not stated),0.2,3,-3,-9%,1%,-1%,1%,34%,3%
CC(=O)c1cccc(NC(=O)c2cccc(S(=O)(=O)N3CCOCC3)c2)c1,1.2,-13,-4&4,-3%,-1%,0%,-6%&-3%,-7%,-5%
Cc1cc(-c2ccco2)n(CC(=O)O)n1,0.2,nt,0,-2%,-2%,-4%,-23%,10%,nt
COc1ccc(C(=O)Nc2cccc(OC)c2)cc1,1.0,-2,-6,-7%,1%,0%,7%,-10%,2%
CC1(C(=O)NS(=O)(=O)C2CC2)CCCN(C(=O)c2ccccc2C(F)(F)F)C1 (configuration not stated),nt,nt,-8,nt,0%,-3%,-18%,nt,nt
Cc1ccc(C)c(NC(=S)NCC(c2cccnc2)N2CCOCC2)c1 (configuration not stated),0.7,-8,-4,-10%,0%,-3%,-2%,-11%,-7%

# (listing goes on)
SMILES,D2 ag,D2 antag,LDHA block,Vif-APOBEC3F blk,Vif-A3G inh,GRP78 ERSR act,ALOX12 inh,RGS4 inhibitor,ERG-DNA inh
C=CCOc1ccc(CNC(C)(C)C)cc1OC,0.4,2,0,4%,-1%,-4%,9%,-14%,1%
COc1ccc(S(=O)(=O)NC2CC(C)(C)NC(C)(C)C2)cc1C(C)C,nt,nt,5,-4%,1%,-2%,7%,13%,-5%
Cc1cc(C)n2c(Nc3ccc4c(c3)OCCO4)c(-c3ccc(C)o3)nc2n1,-2.1,-15,1,-1%,1%,6%,?,?,0%
COc1ccc(-c2nc(CCl)cs2)cc1OC,-0.2,7,0,-13%,0%,5%,-125%,-13%,4%
CN(CC(=O)Nc1ccc(F)cc1)C(=O)c1ccc(-c2ccc(F)cc2)o1,nt,nt,3,1%,-3%,-7%,-19%,nt,nt
CC(C)(C)NC(=O)C1CCC(C)(C(=O)O)C1(C)C (configuration not stated),-0.1,11,-3,-10%,3%,-3%,0%,13%,-8%
O=C(COc1ccc(Cl)cc1)Nc1ncc([N+](=O)[O-])s1,16,2,10,5%,3%,-10%,-10%,-28%,-5%
CCn1cc(C(=O)O)c(=O)c2cnc(N3CCN(C(=S)Nc4ccc(F)cc4)CC3)nc21,0.7,1,3,5%,0%,-2%,-2%,-5%[56.9 µM],3%
COc1cccc(CNCc2ccccn2)c1OC,-0.5,6,-9,0%,-2%,-2%,23%,4%,nt
Nc1nonc1-n1nnc(C(=O)N/N=C/c2ccc(Cl)cc2Cl)c1CN1CCCCC1,-1.5,-7,1,13%,0%,3%,8%,14%,-3%
COC(=O)[C@@H](NC(=O)/C=C/c1ccc(OC)cc1)C(C)C,0.2,3,-11,-34%,-12%,4%,4%,5%,7%
CCC(C)(C)c1nnc(NC(=O)C2CCN(C(=O)c3ccco3)CC2)s1,0.5,-20,-8,1%,1%,-2%,?,?,-3%
COc1ccc(-n2ncc3c(NCc4ccc5c(c4)OCO5)ncnc32)cc1,0.1,-8,-7,3%,4%,7%,?,7%,1%
COCCNC(=O)/C(C#N)=C\c1ccc(CNC(=O)C(=O)Nc2ccc(C)c(C)c2)o1,-0.7,7,1,-7%,0%,-3%,-21%,1%[11.4 µM],6%
COc1cccc(NC(=O)CSC2=Nc3ccccc3C3=NC(CC(=O)NC4CCCCC4)C(=O)N23)c1 (configuration not stated),0.3,nt,-1,-9%,2%,-5%,-23%,11%,5%
COc1ccc(CCNC(=O)CCCn2c(=O)c3ccccc3n(Cc3ccc(F)cc3Cl)c2=O)cc1OC,-1.9,nt,0,-2%,0%,-2%,-8%,18%,0%
COc1cccc(N(CC(=O)Nc2cccc(N(C)S(C)(=O)=O)c2)S(C)(=O)=O)c1,1.4,6,-1,0%,0%,-3%,10%,-19%,-18%
COc1ccc(OC)c(C2=NOC(C(=O)NCc3ccco3)C2)c1 (configuration not stated),-1.2,-2,4,-1%,-26%,-5%,6%,-13%,-2%
CC(Sc1ncnc2ccccc12)C(=O)Nc1ccc2c(c1)OCO2 (configuration not stated),-0.4,13,3,nt,-1%,4%,-10%,-19%,10%
CC(C(=O)NC(c1ccccc1)c1ccccc1)N1CCOCC1 (configuration not stated),0.1,-9,-4,7%,-2%,2%,-13%,-10%,18%
COc1ccc(Cl)cc1NC(=O)CN(C)C(=O)c1ccc2c(c1)OCCO2,0.5,-20,-1,-4%,-1%,1%,-22%,-12%,1%
COc1cc2c(cc1NC(=O)COC(=O)/C=C/c1ccc([N+](=O)[O-])cc1)oc1ccccc12,-0.5,-5,-3,-8%,2%,-3%,-3%,14%,-14%
CCCCC#Cc1ccccc1CC(=O)Nc1ccccc1,-2.1,10,4,-4%,-4%,3%,?,-8%,4%
Cc1cc(C)nc(NC(=O)c2cccc(Cl)c2)n1,0.5,-15,-5,2%,2%,-1%,-14%,9%,-8%
Cc1ccccc1CCN(C(=O)c1csnn1)C(C(=O)NC1CCCC1)c1ccncc1 (configuration not stated),-0.4,-15,-9,-17%,2%,1%,-2%,12%,3%

# Next part:
SMILES,D2 ag,D2 antag,LDHA block,Vif-APOBEC3F blk,Vif-A3G inh,GRP78 ERSR act,ALOX12 inh,RGS4 inhibitor,ERG-DNA inh
CC(C1CCN(Cc2nc(C3CC3)no2)CC1)N1CCOCC1 (configuration not stated),-1.7,-4,-4,13%,-8%,-2%,9%,16%,0%
COc1cc(NS(=O)(=O)c2cc(Br)cc3c2N(C(=O)C2CC2)CC3)cc(OC)c1,-0.6,nt,-2,0%,-20%,-9%,-14%,-13%,1%
COc1cccc(Nc2nnc(SCC(=O)N(CC(C)C)CC(C)C)s2)c1,nt,nt,-1,0%,-1%,-4%,?,36%,-7%
Cc1ccc(CN2CCN(CC(=O)NCCCN3CCN(c4ccc(F)cc4)CC3)C2=O)cc1,1.1,13,-2,-1%,1%,-1%,-2%,-12%,4%
Cc1cc(/C=C2\C(=N)N3N=C(C(C)C)SC3=NC2=O)c(C)n1-c1ccccc1,0.1,-1,-1,-9%,-13%,1%,-6%,10%,?
Cc1ccc(O)c(C(=O)c2cnn(-c3ccc(S(=O)(=O)N4CCOCC4)cc3[N+](=O)[O-])c2)c1,0.4,17,-1,-4%,-5%,-1%,12%,3%,-6%
Cc1ccc(OCC(=O)NCCCNC(=O)c2ccccn2)cc1C,1.1,-19,0,-32%,0%,-3%,-17%,-8%,7%
